GLD-1 TGE inh = GLD-1-TGE RNA interaction inhibition (C. elegans); Q17339; purified GLD-1 + fluorescein TGE RNA, fluorescence polarization; inhibition, % at 5.96 µM; hit rate 0.44% among 320,000; AID 2280;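 active = percent inhibition above a per-plate cutoff, the plate mean of test compounds plus 3 SD, cut at about 30% in these data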;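 also: 0% = DMSO wells with GLD-1 and probe and 100% = wells lacking GLD-1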
AGP1-GFP MLPCN = yeast TOR pathway AGP1-GFP modulation | S. cerevisiae AGP1-GFP multiplex flow cytometry, 3 h; GFP as percent of DMSO wells | GFP response vs DMSO, % at 10 µM | hit rate 0.02% among 320,000 | AID 2066;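 active = GFP response relative to DMSO above a set limit, near screen average plus 3 SD, cut at about 150% in these data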;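 also: median GFP channel fluorescence of the gated AGP1 strain per well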
CIT2 TOR yeast = alters CIT2-GFP fluorescence in TOR pathway yeast screen; S. cerevisiae CIT2-GFP strain, flow cytometry, 3 h; 100 means same as DMSO wells; GFP response vs DMSO, % at 10 µM; hit rate 0.065% among 320,000;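 active = GFP response relative to DMSO above a set limit, near the screen mean plus 3 SD, cut at about 150% in these data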;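 also: ratio of well median GFP fluorescence to mean of DMSO wells on the plate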
Bcl-xL primary = Bcl-xL (human) inhibition; GST-Bcl-xL / FITC-Bim BH3 peptide fluorescence polarization; AID 2129; hit rate 0.7% among 320,000; inhibition, % at 10.9 µM;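 active = inhibition above the mean of all tested compounds plus 3 SD, cutoff set per campaign, cut at about 30% in these data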;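 also: 0% = DMSO wells and 100% = unlabeled Bim-BH3 peptide competitor; inhibitors lower millipolarization by displacing the labeled peptide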
Target sequence (Q07817 whole entry, looked up): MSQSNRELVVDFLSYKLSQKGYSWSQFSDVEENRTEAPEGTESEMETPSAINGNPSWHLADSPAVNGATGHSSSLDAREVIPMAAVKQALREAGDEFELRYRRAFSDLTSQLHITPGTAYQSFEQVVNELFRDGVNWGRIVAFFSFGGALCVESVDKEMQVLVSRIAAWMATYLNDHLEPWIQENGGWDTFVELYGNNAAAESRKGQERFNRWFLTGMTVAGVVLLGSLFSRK
MEX-5 binding = C. elegans MEX-5 TCR-2 RNA binding activity; Q9XUB2; MEX-5/FITC-TCR2 RNA binding, fluorescence polarization; stronger effect = lower value; activity score (negative = inhibition of binding), % at 10 µM; hit rate 0.38% among 300,000; AID 1832;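 active = inhibition past about -25% in most replicates, and total fluorescence under double the plate's negative control median, limit read from the data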;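 also: 0% = DMSO and -100% = 5 µM competing unlabeled TCR2 RNA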
Target sequence (Q9XUB2 whole entry, looked up): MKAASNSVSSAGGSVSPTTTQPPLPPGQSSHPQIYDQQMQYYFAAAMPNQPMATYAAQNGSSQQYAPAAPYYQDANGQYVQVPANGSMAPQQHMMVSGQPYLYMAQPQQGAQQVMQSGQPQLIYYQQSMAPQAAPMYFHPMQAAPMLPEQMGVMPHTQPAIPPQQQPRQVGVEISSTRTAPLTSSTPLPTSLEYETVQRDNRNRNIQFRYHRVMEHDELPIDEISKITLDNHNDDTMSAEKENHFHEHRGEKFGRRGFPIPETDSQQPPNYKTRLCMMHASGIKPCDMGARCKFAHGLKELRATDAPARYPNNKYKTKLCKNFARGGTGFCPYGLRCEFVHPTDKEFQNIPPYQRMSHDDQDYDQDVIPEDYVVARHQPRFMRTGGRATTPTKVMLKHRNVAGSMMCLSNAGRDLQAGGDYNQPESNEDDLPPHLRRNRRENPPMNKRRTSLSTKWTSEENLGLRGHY
GRK2 aptamer HTS = blocks RNA aptamer binding to human GRK2 | P25098 | bead flow cytometry, FAM-aptamer displacement from GRK2 | inhibition of aptamer binding, % at 10 µM | hit rate 0.59% among 330,000 | AID 488847;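 active = inhibition of aptamer binding above 40%, roughly 3 SD of noise, on plates passing a quality check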;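 also: median bead fluorescence of bound FAM aptamer so fluorescent compounds give negative values; no value below 0 was filed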
Fam108B inh = Fam108B inhibition, counter-screen for RBBP9 inhibitors; recombinant Fam108B, FP-Rh probe fluorescence polarization; inhibition, % at 9.51 µM; hit rate 0.33% among 300,000;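 active = inhibition above the screen mean inhibition plus 3 SD, computed separately per campaign, cut at about 18% in these data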;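 also: inhibitors lower polarization as less probe binds the enzyme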
MCL1-BIM inh = disrupts human MCL1 binding to BIM-BH3 peptide | Q07820 | GST-MCL1 / FITC-Bim-BH3 fluorescence polarization | inhibition, % at 10.9 µM | hit rate 0.68% among 320,000 | AID 2057;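 active = inhibition above the mean inhibition of all tested compounds plus 3 SD, set per campaign, cut at about 40% in these data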;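 also: 0% = DMSO wells and 100% = unlabeled Bim-BH3 peptide control; higher means more loss of mP so more displacement of Bim peptide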
Target sequence (Q07820 whole entry, looked up): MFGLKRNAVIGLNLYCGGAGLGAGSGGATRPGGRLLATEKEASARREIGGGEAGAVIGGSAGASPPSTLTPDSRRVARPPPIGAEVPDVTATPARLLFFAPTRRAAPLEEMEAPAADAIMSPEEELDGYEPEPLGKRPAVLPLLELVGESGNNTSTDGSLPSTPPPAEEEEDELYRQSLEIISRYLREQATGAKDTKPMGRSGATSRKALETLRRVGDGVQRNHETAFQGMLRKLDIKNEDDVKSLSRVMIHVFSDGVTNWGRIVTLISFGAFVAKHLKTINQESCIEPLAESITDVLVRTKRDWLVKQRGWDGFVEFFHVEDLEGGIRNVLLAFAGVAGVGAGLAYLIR
VLA-4 inh = inhibition in a human VLA-4 binding assay; P13612; VLA-4 expressing cells, ligand binding flow cytometry; inhibition, % (about 7 µM as worked out from the volumes in the protocol); hit rate 0.2% among 330,000; in the data active = inhibition above about 50%
Active calls of the source: *; i = inactive; · = no result given.

SMILES | GLD-1 TGE inh | AGP1-GFP MLPCN | CIT2 TOR yeast | Bcl-xL primary | MEX-5 binding | GRK2 aptamer HTS | Fam108B inh | MCL1-BIM inh | VLA-4 inh
O=C(COC(=O)[C@@H]1CCCN1C(=O)c1cccs1)Nc1ccc(Br)cc1 | 7 | 95 | 98 | · | · | 0 | · | · | 1
O=S(=O)(c1ccc(F)cc1F)N1CCCN(c2ccc(C(F)(F)F)cn2)CC1 | 9 | 99 | 94 | 4 | 0.1 | 0 | -2 | 0 | -59
Cc1cc(N2CCCCC2)nc2ccccc12 | -2 | 104 | 102 | 6 | · | 1 | 0 | 3 | 11
CCc1ccccc1NC(=O)CN1C(=O)C2CCCN2c2ncc(Cl)cc21 (centres undefined) | -13 | 102 | 114 | 1 | -9.2 | 2 | -4 | -6 | -41
Cc1cc(C)n(CCNC(=O)c2ccco2)n1 | 1 | 107 | 103 | 5 | 0.8 | 9 | 2 | -2 | 4
O=C(/C=C/c1cccs1)NCc1ccccc1 | -2 | 94 | 82 | 6 | 0.5 | 0 | -2 | -1 | 8
Cc1ccc(S(=O)(=O)N2CCN(c3cc4c(cc3[N+](=O)[O-])n(C)c(=O)n4C)CC2)cc1 | 5 | 101 | 100 | -4 | -4.1 | 0 | -1 | -9 | -2
CC(C)c1c(C(=O)N/N=C/c2ccccc2OCc2c(F)cccc2Cl)nnn1-c1nonc1N | 0 | 99 | 102 | 3 | -2.6 | 2 | -16 | 10 | 24
O=C(NCCO)c1nc(C(=O)c2ccccc2)c2ccccc2n1 | 10 | 97 | 96 | 5 | · | 1 | · | 5 | 0
CC(Nc1nc(-c2ccc(F)cc2)cs1)c1nc2cc(Cl)c(N3CCCCC3)cc2n1CCCO (centres undefined) | -1 | 89 | 87 | 4 | -0.6 | 3 | -1 | 6 | -7
CCOc1ccccc1OCCOc1ccc(F)cc1 | -1 | 88 | 89 | 1 | 4.7 | 0 | -2 | 0 | 5
COc1ccc(N2CCN(C(=O)CSc3nc(C)cs3)CC2)cc1 | -5 | 77 | 76 | -2 | 1.6 | 2 | 2 | 3 | -2
C=CCNC(=O)CN(CCc1ccccc1)S(=O)(=O)c1ccccc1 | 5 | 103 | 93 | 5 | 0.8 | 0 | 1 | 3 | 1
Cn1c(SCc2c(F)cccc2Cl)nc2ccccc2c1=O | 4 | 108 | 100 | 2 | · | 0 | · | -1 | 14
O=C(c1ccco1)N(Cc1ccccc1)Cc1ccccn1 | 4 | 86 | 101 | 2 | 0.4 | 0 | 4 | -1 | 16
Cc1c(-c2ccc(/C=N/NC(=O)C(=O)Nc3ccccc3F)o2)cccc1[N+](=O)[O-] | -8 | 93 | 98 | 0 | -0.3 | 0 | 2 | -1 | 8
NNC(=O)c1ccc(COCC(F)(F)F)cc1 | 6 | 110 | 105 | 0 | 0.4 | 0 | 0 | -2 | 3
CCOC(=O)c1oc2ccccc2c1COC(=O)CNC(=O)c1cc(OC)c(OC)c(OC)c1 | -6 | 100 | 95 | -4 | 3.0 | 3 | 0 | 1 | 14
O=C(ONC1=NCCCCC1)c1ccc([N+](=O)[O-])cc1 | 2 | 64 | 133 | 2 | -1.4 | 2 | 0 | -2 | 4
CCSc1nnc(NC(=O)C2CCN(S(=O)(=O)c3c(C)c(C)cc(C)c3C)CC2)s1 | 4 | 101 | 102 | 3 | -0.1 | 0 | -6 | -6 | -14

A run of entries from the list above, for reference:
SMILES | GLD-1 TGE inh | AGP1-GFP MLPCN | CIT2 TOR yeast | Bcl-xL primary | MEX-5 binding | GRK2 aptamer HTS | Fam108B inh | MCL1-BIM inh | VLA-4 inh
O=C(COC(=O)[C@@H]1CCCN1C(=O)c1cccs1)Nc1ccc(Br)cc1 | 7 | 95 | 98 | · | · | 0 | · | · | 1
O=S(=O)(c1ccc(F)cc1F)N1CCCN(c2ccc(C(F)(F)F)cn2)CC1 | 9 | 99 | 94 | 4 | 0.1 | 0 | -2 | 0 | -59
Cc1cc(N2CCCCC2)nc2ccccc12 | -2 | 104 | 102 | 6 | · | 1 | 0 | 3 | 11
CCc1ccccc1NC(=O)CN1C(=O)C2CCCN2c2ncc(Cl)cc21 (centres undefined) | -13 | 102 | 114 | 1 | -9.2 | 2 | -4 | -6 | -41
Cc1cc(C)n(CCNC(=O)c2ccco2)n1 | 1 | 107 | 103 | 5 | 0.8 | 9 | 2 | -2 | 4
O=C(/C=C/c1cccs1)NCc1ccccc1 | -2 | 94 | 82 | 6 | 0.5 | 0 | -2 | -1 | 8
Cc1ccc(S(=O)(=O)N2CCN(c3cc4c(cc3[N+](=O)[O-])n(C)c(=O)n4C)CC2)cc1 | 5 | 101 | 100 | -4 | -4.1 | 0 | -1 | -9 | -2
CC(C)c1c(C(=O)N/N=C/c2ccccc2OCc2c(F)cccc2Cl)nnn1-c1nonc1N | 0 | 99 | 102 | 3 | -2.6 | 2 | -16 | 10 | 24
O=C(NCCO)c1nc(C(=O)c2ccccc2)c2ccccc2n1 | 10 | 97 | 96 | 5 | · | 1 | · | 5 | 0
CC(Nc1nc(-c2ccc(F)cc2)cs1)c1nc2cc(Cl)c(N3CCCCC3)cc2n1CCCO (centres undefined) | -1 | 89 | 87 | 4 | -0.6 | 3 | -1 | 6 | -7
CCOc1ccccc1OCCOc1ccc(F)cc1 | -1 | 88 | 89 | 1 | 4.7 | 0 | -2 | 0 | 5

More records:
SMILES | GLD-1 TGE inh | AGP1-GFP MLPCN | CIT2 TOR yeast | Bcl-xL primary | MEX-5 binding | GRK2 aptamer HTS | Fam108B inh | MCL1-BIM inh | VLA-4 inh
CCOC(=O)c1cc(CC)sc1NC(=O)COc1ccc2c(C)cc(=O)oc2c1 | 0 | 19 | 94 | 3 | -0.6 | 0 | 3 | 6 | 11
O=C(Nc1ccc2c(c1)OCO2)C1CCN(C(=O)c2ccc(Cl)cc2)CC1 | 2 | 103 | 96 | 7 | 1.2 | 3 | -1 | 2 | 9
Cc1ccc(S(=O)(=O)N(C)C)cc1-n1c(SCC(=O)N(C)C)nc2ccccc2c1=O | -3 | 104 | 100 | -1 | -1.5 | 0 | -5 | -6 | -3
Cc1c(C(=O)NCC2CCCO2)oc2ccc(S(=O)(=O)N3CC(C)CC(C)C3)cc12 (centres undefined) | 1 | 105 | 89 | 2 | -0.3 | 0 | -4 | -1 | 15
CCOc1ccc(NC(=O)CN2C(=O)c3ccccc3C2=O)cc1 | 5 | 108 | 109 | -1 | 0.7 | 3 | -1 | -1 | -3
CCN(CC)S(=O)(=O)c1ccc(N=Nc2cc(C)cc(Br)c2O)cc1 | 10 | 108 | 99 | 1 | -2.3 | 5 | 7 | 6 | 10
O=C(Cn1ncc2c1-c1ccccc1OC2)N1CCc2ccccc21 | 0 | 92 | 98 | 5 | -0.5 | 0 | 0 | -5 | -12
O=c1[nH]c(-c2ccccc2)cnc1-c1ccccc1 | 2 | 102 | 103 | 2 | -5.0 | 0 | 3 | -10 | 2
Cc1cc(C)n2nc(C(=O)OCC(=O)Nc3ccc(C)c(S(=O)(=O)N4CCOCC4)c3)nc2n1 | 1 | 104 | 100 | · | · | 2 | · | · | -5
Cc1nn(CC(=O)NC2CCC(C)CC2)c(C)c1[N+](=O)[O-] (centres undefined) | 10 | 93 | 92 | -4 | · | 2 | · | -4 | 5
O=C(CNC(=O)c1cccc(Br)c1)N/N=C/c1cccs1 | 7 | 108 | 103 | -2 | 0.3 | 1 | 1 | 1 | 2
CC(Sc1nc(-c2ccccc2)cc(C(F)(F)F)n1)C(=O)N1CCC(C(N)=O)CC1 (centres undefined) | 7 | 105 | 107 | 5 | 0.4 | 3 | 3 | 7 | 19
CCOC(=O)C1=C(O)C(=O)N(C2CCCCC2)C1 | -5 | 99 | 93 | -3 | -2.4 | 1 | 1 | 0 | 12
COc1ccc(CNC(=O)C[C@H]2C(=O)N(CCc3ccccc3)C[C@@H]2Cc2ccccc2)cc1 | 7 | 76 | 67 | 1 | 2.2 | 0 | 6 | 4 | 3
O=C(Nc1ccc(Cl)c([N+](=O)[O-])c1)C(NCCCO)c1ccccc1 (centres undefined) | 2 | 102 | 99 | 7 | 0.0 | 3 | -3 | 4 | 3
CCOC(=O)c1c(C)[nH]c(NC(=O)Nc2ccc(NC(C)=O)cc2)c1C | · | 100 | 91 | · | 1.7 | 2 | · | · | 21
C=CCOc1ccc(/C(O)=C2\C(=O)C(=O)N(CCCOC)C2c2ccc(O)c(OC)c2)cc1 (centres undefined) | 4 | 99 | 98 | 6 | -1.3 | 0 | -3 | 3 | -3
N#CCCn1nnc(-c2ccccc2F)n1 | 1 | 92 | 95 | -5 | 0.9 | 3 | 2 | -5 | 7
CC(=O)Nc1ccc(S(=O)(=O)Nc2nc3ccccc3nc2N2CCc3ccccc3C2)cc1 | 3 | 105 | 91 | 7 | 1.5 | 3 | -2 | 5 | 0
O=C(CCl)c1ccc2c(c1)CCN2C(=O)C1CCCCC1 | 4 | 108 | 110 | 7 | -0.6 | 4 | 3 | 2 | 25
CCN(CC)S(=O)(=O)c1ccc2c(c1)c(C(=O)O)cn2C | -1 | 99 | 98 | 4 | 2.8 | 2 | -2 | 2 | 19
Cc1ccc(OCC(=O)OC2CCS(=O)(=O)C2)cc1 (centres undefined) | -6 | 99 | 102 | 3 | -0.9 | 0 | -1 | 4 | -16
CCCCC(=O)NNC(=O)CC(=O)Nc1ccccc1C(=O)O | 5 | 107 | 101 | 5 | 3.2 | 0 | -2 | 8 | 0
Cc1onc(-c2ccccc2)c1C(=O)N1CCN(Cc2ccccc2)CC1 | -3 | 107 | 106 | 9 | 1.3 | 3 | -1 | 13 | -4
Cc1ccc(S(=O)(=O)N/N=C/c2cccs2)cc1 | -10 | 100 | 97 | 0 | -0.8 | 1 | -2 | 2 | 1
Cc1ccc(C(=O)C(C)OC(=O)CNC(=O)c2ccc(Br)o2)cc1 (centres undefined) | 2 | 107 | 104 | -2 | 0.9 | 1 | 4 | -1 | 0
S=c1[nH]nc(-c2cc(-c3ccccc3)n[nH]2)n1/N=C/C(Br)=C/c1ccccc1 | 8 | 115 | 101 | -17 | -0.3 | 0 | 1 | -11 | -2
Cc1ccc(NC(=O)c2ccc(-n3cncn3)c([N+](=O)[O-])c2)cc1 | 2 | 99 | 100 | 4 | 1.2 | 2 | 5 | 5 | 13
NC(=O)c1ccsc1NC(=O)COC(=O)Cc1ccccc1Cl | 1 | 102 | 98 | 6 | · | 0 | · | 6 | 5
Cc1ccc(CNC(=O)N2CCN(C)CC2)cc1 | 1 | 107 | 106 | 1 | 1.9 | 0 | -2 | 2 | 10
CCCCNC(=O)c1cc2c(-c3ccc(Cl)cc3)nn(C)c2s1 | 0 | 104 | 151* | 0 | 1.7 | 3 | -5 | -7 | i
CCOc1ccc(N2C(=O)CC(NCCc3c[nH]c4ccccc34)C2=O)cc1 (centres undefined) | 9 | 110 | 110 | 6 | -2.9 | 0 | 0 | 8 | -2
CC(=O)Nc1c(-c2ccccc2Cl)c(=O)c2ccccc2n1C | 4 | 103 | 97 | 0 | 1.7 | 0 | -9 | 2 | 5
Cc1ccc2occ(/C=N/NC(=O)c3ccncc3)c(=O)c2c1 | · | 94 | 89 | · | 0.9 | 4 | · | · | 5
CCCc1ccc(C(=O)CN2C(=O)C(=O)N(C3CCCC3)C2=O)cc1 | 6 | 102 | 95 | 1 | · | 2 | · | 0 | 21

Assay outcomes from PubChem.
